Source: PubChem (several laboratories)
Rac1 wt modul – alters GTP binding to wildtype human Rac1 | 190,000 tested, 0.27% active | AID 757 | P63000 | GTP binding activity (% of control), % at 10 µM | GST-Rac1 beads, fluorescent GTP binding, flow cytometry; actives lie on both sides; 0 = cold GTP competed, 100 = untreated;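 active = GTP binding activity at least 20 points away from the 100% control level, either lower or higher; inconclusive = compound flagged as likely green fluorescent, judged across all proteins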
Avidin fluor – compound fluoresces at 488/530 nm on avidin beads; compound fluorescence 488/530 nm, flow cytometry; hits give high values; fluorescence (KMESF) at 10 µM; 220,000 tested, 0.38% active; AID 1775; in the data active = fluorescence above about 47; note: inactives centre near 10
Cdc42 wt – changes GTP binding to wildtype human Cdc42; GST-Cdc42 beads, Bodipy-GTP binding, flow cytometry; actives lie on both sides; 190,000 tested, 0.2% active; P60953; percent activity (GTP binding), % at 10 µM;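 active = percent activity GTP binding at least 20 points away from the 100% baseline, either down as inhibitor or up as activator; inconclusive = compound flagged as likely green fluorescent from well-wide comparison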;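 note: median bead fluorescence of bound Bodipy-FL-GTP at 100 nM; 0% = excess unlabeled GTP control and 100% = no compound control; below 100% means less GTP binding so inhibitor and above means activator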
Target sequence (P60953 whole entry, looked up): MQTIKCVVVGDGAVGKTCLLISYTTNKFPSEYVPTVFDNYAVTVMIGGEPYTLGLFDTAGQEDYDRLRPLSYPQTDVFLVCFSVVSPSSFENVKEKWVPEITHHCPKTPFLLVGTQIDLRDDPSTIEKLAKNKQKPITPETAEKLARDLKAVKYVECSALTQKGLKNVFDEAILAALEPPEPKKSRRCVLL
Mcl1-Bid inh – Mcl-1/Bid interaction inhibition; TR-FRET Mcl-1/Bid-Dy647 peptide binding, 1536-well; inhibition, % at 21.7 µM; 220,000 tested, 0.97% active;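 active = compounds that cut the binding signal by more than half at the single screening dose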;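 note: His-tagged Mcl-1 with europium anti-His antibody binding Bid BH3 peptide; 0% = Mcl-1 plus peptide wells and 100% = peptide-only wells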
Target sequence (Q07820 whole entry, looked up): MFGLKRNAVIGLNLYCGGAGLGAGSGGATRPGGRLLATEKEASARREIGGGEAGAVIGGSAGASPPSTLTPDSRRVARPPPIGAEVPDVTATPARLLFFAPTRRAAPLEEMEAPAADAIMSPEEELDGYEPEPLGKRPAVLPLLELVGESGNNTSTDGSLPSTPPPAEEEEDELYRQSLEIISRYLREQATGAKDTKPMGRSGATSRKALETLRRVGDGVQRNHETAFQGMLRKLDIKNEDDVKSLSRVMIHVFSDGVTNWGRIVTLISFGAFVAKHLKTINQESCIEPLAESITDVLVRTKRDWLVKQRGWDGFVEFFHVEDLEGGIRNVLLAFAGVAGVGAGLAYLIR
GSH bead fluor – compound fluoresces at 488/530 nm on GSH beads | GSH beads flow cytometry, compound fluorescence 488/530 nm; hits give high values | fluorescence (KMESF) at 10 µM | 190,000 tested, 0.25% active | AID 1776; in the data active = fluorescence above about 89;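 note: glutathione beads carrying GST-tagged Bcl family fusion proteins plus one bare bead set; values are compound well signal with DMSO vehicle wells as background; inactives centre near 16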
Rac1 mut GTP – modulators of GTP binding to human Rac1 activated mutant; 190,000 tested, 0.11% active; P63000; AID 764; GST-Rac1 activated beads, fluorescent GTP binding, flow cytometry; actives lie on both sides; 100% means binding = to untreated wells; percent activity (GTP binding), % at 10 µM;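 active = GTP binding at least 20 percentage points away from the 100% baseline, in either direction, so actives lie on both sides; inconclusive = Compound likely fluorescent itself, or too few beads counted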
Rab2 wt GTP – changes GTP binding to wildtype dog Rab2A, up or down; P61105; GST-Rab2 wt beads, Bodipy-GTP binding, flow cytometry; GTP binding activity, % at 10 µM; 190,000 tested, 0.19% active; AID 760;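 active = GTP binding activity at least 20 points away from 100%, either lowered or raised; inconclusive = signal likely due to the compound's own green fluorescence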;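 note: 0% = beads with excess unlabeled GTP and 100% = no-compound control corrected for plate trend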
Mcl1 Noxa PPI – Mcl-1/Noxa interaction inhibition; TR-FRET Mcl-1/Noxa peptide binding, 2 h; inhibition, % at 21.7 µM; 220,000 tested, 1.5% active; AID 1022;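 active = compounds that cut the protein-peptide binding signal by more than 50% relative to plate controls in a single-dose test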;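 note: His-tagged Mcl-1 with rhodamine Noxa BH3 peptide and terbium anti-His antibody; 0% = Mcl-1 plus Noxa peptide wells and 100% = peptide-only wells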
Rab7 wt GTP bind – modulators of GTP binding to dog Rab7 wildtype GTPase | GST-Rab7 beads, fluorescent GTP binding, flow cytometry; actives lie on both sides; untreated = 100%, excess cold GTP = 0% | GTP binding activity (percent of control), % at 10 µM | 190,000 tested, 0.055% active | AID 758;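 active = fluorescent GTP binding to Rab7 beads changed by at least 20 points from the 100% baseline, either direction, mostly lower; inconclusive = compound itself probably fluorescent, or too few beads counted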;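 note: median green fluorescence of bound Bodipy-FL-GTP per Rab7 bead population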
Pf gametocyte – P. falciparum stage V gametocyte viability inhibition; P. falciparum stage V gametocytes, ATP luminescence, 24 h; inhibition, % at 10.9 µM; 150,000 tested, 0.065% active; AID 743093;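 active = inhibition above the mean plus 3 SD of compounds within the control limits, set per campaign, cut at about 38% in these data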;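 note: 0% = DMSO wells and 100% = medium only without gametocytes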
HRas wt GTP – modulators of GTP binding to human HRas wildtype; AID 759; P01112; GST-Ras wt beads, Bodipy-FL-GTP binding, flow cytometry; actives lie on both sides; 190,000 tested, 0.14% active; GTP binding activity, % at 10 µM;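 active = GTP binding activity at least 20% away from the 100% baseline, either lowered as inhibitor or raised as activator; inconclusive = flagged as likely green fluorescent, judged across all proteins in the well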;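 note: 0% = unlabeled GTP competition control and 100% = no-compound control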
Target sequence (P01112 whole entry, looked up): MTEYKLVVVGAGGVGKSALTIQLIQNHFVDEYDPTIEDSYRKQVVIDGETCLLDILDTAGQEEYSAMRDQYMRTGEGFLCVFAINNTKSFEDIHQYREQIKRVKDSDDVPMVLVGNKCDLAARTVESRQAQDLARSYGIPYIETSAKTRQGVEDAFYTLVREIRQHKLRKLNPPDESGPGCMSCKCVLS
Active calls of the source: *; ? = inconclusive; nt = no result given.

SMILES | Rac1 wt modul | Avidin fluor | Cdc42 wt | Mcl1-Bid inh | GSH bead fluor | Rac1 mut GTP | Rab2 wt GTP | Mcl1 Noxa PPI | Rab7 wt GTP bind | Pf gametocyte | HRas wt GTP
Cc1cc(/C([O-])=C(/C(=S)Nc2ccc(F)cc2)[n+]2ccccc2)c(C)n1-c1ccc(F)cc1 | 103 | 13 | 105 | -87 | 63 | 101 | 106 | 2 | 95 | nt | 105
CN(C)c1ccnc2sc3c(=O)n(Cc4ccccc4)cnc3c12 | 100 | 8 | 103 | -5 | 30 | 97 | 101 | 0 | 98 | nt | 103
Cc1ccnc(NS(=O)(=O)Cc2ccccc2)c1 | 106 | 9 | 105 | -10 | 12 | 102 | 103 | 4 | 101 | nt | 104
COc1ccccc1OCC(=O)OCC(=O)Nc1sccc1C(N)=O | 107 | 13 | 103 | -36 | 4 | 102 | 98 | 49 | 97 | nt | 99
Cc1ccc(/C=c2/sc3nnc(-c4ccccc4Cl)n3c2=O)o1 | 101 | 27 | 100 | -22 | 20 | 100 | 99 | 39 | 96 | -11 | 101
O=C(NC(=S)Nc1ccccn1)c1cncc(Br)c1 | 84 | 14 | 91 | -24 | 13 | 93 | 88 | 3 | 94 | nt | 89
O=[N+]([O-])c1ccc(/C=N/Nc2nc(NCc3ccccc3)nc(N3CCOCC3)n2)cc1 | 98 | 13 | 96 | -4 | 16 | 94 | 93 | 7 | 97 | -7 | 97
CCN(Cc1ccncc1)C(=O)CCc1nnc(CCc2ccccc2OC)o1 | 101 | 10 | 99 | -19 | 21 | 99 | 99 | 14 | 98 | 5 | 96
O=C(COC(=O)/C=C/c1cccs1)Nc1ccc2ccccc2c1 | 74* | 68* | 73* | -12 | 12 | 76* | 76* | 16 | 81 | -5 | 80
COC(=O)c1sc2nc(C)nc(SCC(=O)C(C)(C)C)c2c1C | 99 | 10 | 102 | -2 | 13 | 98 | 100 | -2 | 101 | -17 | 99
O=C(Cn1nnc2ccccc2c1=O)NCCc1ccccc1 | 103 | 16 | 100 | -61 | 15 | 101 | 100 | -7 | 98 | 5 | 100
N#CC1=C(N)OC2=C(C(=O)CCC2)C12C(=O)N1CCCc3cccc2c31 (stereo not given) | 93 | 8 | 96 | -17 | 32 | 93 | 94 | nt | 96 | -1 | 95
COc1ccccc1N1CCN(C(=O)CSc2nnc3c4ccccc4n(CC(=O)O)c3n2)CC1 | 97 | 12 | 99 | -34 | 12 | 98 | 94 | 9 | 100 | 5 | 98
CN(Cc1cnn(C)c1)S(=O)(=O)c1cccc([N+](=O)[O-])c1 | 83 | 16 | 89 | 6 | 11 | 88 | 90 | 6 | 91 | nt | 87
N#CCc1nnc2n1-c1ccccc1CCC2 | 100 | 7 | 104 | -13 | 12 | 98 | 101 | 2 | 104 | nt | 101
CC(=O)Oc1ccc2c(=O)c(N3C(=O)c4ccccc4C3=O)c(C)oc2c1C | 101 | 12 | 98 | -19 | 17 | 98 | 99 | 5 | 103 | 7 | 99
Nc1cc2c(cc1C(=O)c1ccccc1)OCCO2 | 95 | 30 | 97 | -36 | 17 | 93 | 93 | -13 | 94 | nt | 97
CN(C)S(=O)(=O)c1ccc(C(=O)Nc2nc3ccccc3[nH]2)cc1 | 97 | 11 | 94 | -25 | 13 | 95 | 97 | 8 | 102 | 1 | 96
COCCCN(C(=S)Nc1c(C)cc(C)cc1C)C(C)c1ccncc1 (stereo not given) | 101 | 4 | 99 | -6 | 9 | 100 | 95 | 11 | 94 | 8 | 98
Cc1cc(C(=O)NCCN2CCCCC2C)n(-c2ccccc2)n1 (stereo not given) | 107 | 6 | 106 | -38 | 16 | 101 | 102 | 6 | 99 | nt | 105
COc1cccc(-c2cc(C(F)(F)F)nc(-n3cccn3)n2)c1 | 96 | 5 | 96 | -4 | 37 | 96 | 98 | -10 | 100 | nt | 96
Cc1cccc(/C=C/c2nc3ccccc3c(=O)n2Cc2ccccc2)c1 | 106 | 5 | 98 | 1 | 6 | 99 | 101 | 5 | 100 | nt | 100
COc1ccc(N(C)C(=S)Oc2ccc(C(=O)Nc3ccccc3)cc2)cc1 | 100 | 12 | 98 | -28 | 83 | 98 | 97 | -4 | 97 | nt | 99
Clc1ccccc1Cn1nnc2c(N3CCCC3)ncnc21 | 102 | 2 | 102 | -4 | 44 | 100 | 101 | 9 | 101 | nt | 101
NC1=C([N+](=O)[O-])C(c2ccc(F)cc2)C2=C(CCCC2=O)O1 (stereo not given) | 104 | 3 | 99 | -30 | 7 | 99 | 100 | -8 | 100 | nt | 101
CC(C)(CO)CNC(=O)CCc1nnc(Cc2ccc(-c3ccccc3)cc2)o1 | 101 | 13 | 97 | -42 | 12 | 98 | 98 | 7 | 102 | -6 | 99
COC(=O)CCc1nc2ccccc2[nH]c1=O | 95 | 8 | 96 | -7 | 27 | 94 | 97 | 24 | 94 | 8 | 94
O=C(CSc1nc(O)cc(=O)[nH]1)Nc1ccc2c(c1)CCC2 | 107 | 2 | 104 | -73 | 44 | 104 | 105 | -2 | 100 | 4 | 102
Cc1ccc(-n2c(Cl)c(Cl)[nH]c(=O)c2=O)cc1 | 100 | 13 | 101 | -22 | 11 | 100 | 100 | 27 | 96 | 16 | 100
Clc1ccc(-n2nnnc2CN2CCCCC2)cc1Cl | 100 | 11 | 97 | -3 | 25 | 97 | 95 | -11 | 91 | 6 | 94
Cc1sc2ncnc(N/N=C/c3cccc(O)c3)c2c1C | 85 | 7 | 86 | -40 | 5 | 91 | 84 | 18 | 95 | 4 | 86
CN1CCN(c2ccc(NC(=O)CSc3ccccc3)cc2F)CC1 | 108 | 19 | 102 | 2 | 34 | 99 | 100 | 3 | 101 | 4 | 102
CCn1c(SCC(=O)Nc2nonc2C)nnc1-c1ccco1 | 105 | 15 | 101 | 8 | 38 | 99 | 100 | -10 | 100 | nt | 102
COc1ccc(/C=N/NC(=O)c2nc(-c3ccccc3)n(-c3ccccc3)n2)cc1OC | 98 | 11 | 98 | -10 | 15 | 99 | 96 | 13 | 95 | -10 | 97
NS(=O)(=O)c1ccc(NC(=S)NC2CC2)cc1 | 97 | 8 | 98 | -39 | 16 | 96 | 95 | 0 | 95 | nt | 98
c1csc(-c2nnc3ccccn23)c1 | 97 | 38 | 98 | 1 | 12 | 95 | 95 | 10 | 93 | nt | 95
CCOC(=O)c1ccc(Oc2c(C)oc3c(CN4CCN(C)CC4)c(O)ccc3c2=O)cc1 | 105 | 22 | 105 | -16 | 15 | 101 | 103 | 12 | 99 | nt | 103
Nc1cc2nn(-c3ccccc3)nc2cc1Cl | 95 | 5 | 93 | -83 | 11 | 93 | 99 | 66* | 99 | 1 | 96
O=Cc1ccc(-c2ccccc2OC(F)(F)F)o1 | 105 | 12 | 100 | -19 | 36 | 94 | 100 | -4 | 102 | 11 | 104
O=Cc1ccccc1OS(=O)(=O)c1ccccc1 | 99 | 2 | 102 | -27 | 5 | 100 | 99 | -2 | 97 | -13 | 99
CC1=NN(c2ccccc2)C(=O)C1C(=O)c1cc([N+](=O)[O-])cc([N+](=O)[O-])c1 (stereo not given) | 96 | 9 | 90 | -13 | 29 | 88 | 91 | 16 | 93 | -8 | 92
COc1ccc(Cn2cc(F)c(=O)n(CCC(C)C)c2=O)cc1[N+](=O)[O-] | 92 | 5 | 94 | -9 | 34 | 94 | 95 | -4 | 97 | nt | 95
NS(=O)(=O)c1ccc(N2N=C(c3ccccc3)CC2c2ccc(F)cc2)cc1 (stereo not given) | 94 | 2 | 89 | -8 | 40 | 96 | 94 | -17 | 93 | nt | 97
Cc1ccc(CN(Cc2cccnc2)C(=S)Nc2cccc(Cl)c2C)cc1 | 95 | 9 | 96 | -15 | 17 | 95 | 94 | 24 | 96 | -17 | 95
Cc1ccc(NC(=O)C(=O)NCC2CCCO2)cc1 (stereo not given) | 98 | 11 | 104 | -21 | 18 | 95 | 98 | 3 | 97 | -20 | 96
CN(C)S(=O)(=O)c1cc(NC(=O)COC(=O)CCSc2ccc(Cl)cc2)ccc1Cl | 98 | 3 | 98 | -27 | 7 | 97 | 96 | 6 | 103 | nt | 101
Cc1cccc(-n2nnc(C(=O)NC3CCCc4ccccc43)c2N)c1 (stereo not given) | 96 | 11 | 98 | -5 | 36 | 97 | 97 | 27 | 95 | nt | 97
CC(C)c1ccc(OCC(=O)NCc2ccco2)cc1 | 105 | 9 | 100 | -9 | 11 | 99 | 101 | 12 | 102 | nt | 103
CCOC(=O)/C=C/C(=O)Nc1nccs1 | 108 | 13 | 104 | 4 | 18 | 102 | 100 | 30 | 104 | 8 | 101
O=C(NCCc1ccccc1)C1CCN(C(=O)c2ccc([N+](=O)[O-])cc2)CC1 | 91 | 11 | 91 | -29 | 15 | 92 | 98 | 6 | 99 | -13 | 96
O=C(Cn1cnc2c(nnn2Cc2ccc(F)cc2)c1=O)OCc1ccccc1 | ? | 6 | ? | -2 | 13 | ? | ? | 3 | ? | 14 | ?
CCCS(=O)(=O)Nc1cccc(-c2ccc3nnc(C)n3n2)c1 | 93 | 23 | 88 | -27 | 9 | 94 | 92 | -6 | 100 | -16 | 93
Cc1ccc(C(=O)OCC(=O)N(C)C2CCS(=O)(=O)C2)cc1[N+](=O)[O-] (stereo not given) | 99 | 8 | 96 | -7 | 11 | 97 | 98 | 3 | 103 | -29 | 99
Cc1sc2c(c1C)c(=O)n(-c1cccc(C(F)(F)F)c1)c(=O)n2CC(=O)NCc1ccco1 | 108 | 10 | 104 | -21 | 40 | 101 | 101 | -10 | 102 | -7 | 103
CCN1CCN(c2nc(C)c3c(n2)CCCC3=O)CC1 | 105 | 28 | 103 | -6 | 17 | 99 | 100 | 4 | 101 | nt | 101
COc1ccc(N2CCN(C(=O)NCc3ccc(OC)c(Cl)c3)CC2)cc1 | 95 | 13 | 94 | -34 | 13 | 94 | 96 | 38 | 99 | 1 | 96
CSCCC(NS(=O)(=O)c1ccc(C)c(C(=O)O)c1)C(=O)O (stereo not given) | 97 | 15 | 98 | -12 | 12 | 97 | 96 | 25 | 99 | 0 | 98
